Screens deposited in PubChem by Small Molecule Screening Facility, UW Madison.
SSB-PriA inh – inhibitors of Klebsiella pneumoniae PriA binding to SSB C-terminal tail, primary screen, biochemical, AlphaScreen | PriA–SSB C-terminal tail interaction (Klebsiella pneumoniae) | AlphaScreen SSBct-PriA binding, biotinylated peptide | inhibition, % at 33 µM | actives 0.6% (n = 430,000); in the data active = inhibition mostly above about 37%, no sharp cut-off; inactive = mostly below about 20%;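 also: plate controls were negative control peptide for no effect and reference peptide for full effect; strong numbers were not always called active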
* hit, by the source's call; & = joins results of further samples. A portion of the library; the hit share may differ from the screen's.

structure | SSB-PriA inh
COC(=O)c1ccc(OC)c(S(=O)(=O)NCCC(O)C2CCOCC2)c1 (stereo not given) | 1
Cc1noc(C)c1C(=O)N(C)CC1Cc2ccccc2CO1 (stereo not given) | -6
FC(F)(F)c1ccccc1C=Nn1c(COc2ccccc2)n[nH]c1=S | -2
CCOc1ccc(-c2cc(C(=O)N/N=C\c3cccc([N+](=O)[O-])c3)[nH]n2)cc1OC | -7
O=C(Nc1nc(-c2ccco2)cs1)c1cc2n(n1)CCCO2 | -11
O=C(NN=Cc1ccc(F)cc1)c1cc[n+]([O-])cc1 | -11
O=C(NC1CCC(Oc2ccccn2)CC1)[C@H]1CCOC1 (stereo not given in full) | 3
O=c1cc(NCc2ccco2)[nH]c(=O)n1-c1ccc(Cl)cc1 | -13
O=C(NN=Cc1c[nH]c2ccccc12)c1cccc(O)c1 | 5
CC(C)(C)c1ccc(C(=O)N2CCOC(c3ccccc3)C2)cc1 (stereo not given) | -11
COc1cc2ccccc2cc1C(=O)Nc1ccc(Cc2ccc(NC(=O)c3cc4ccccc4cc3OC)cc2)cc1 | -6
Cn1c(N=Cc2ccc3c(c2)OCO3)nc2ccccc21 | -1
COc1ccccc1Nc1nc(-c2ccccn2)cs1 | 26
CC(=NOCC(=O)OCC(=O)NCc1ccccc1)c1ccc2c(c1)OCO2 | -14
Cc1nn(-c2ccccc2)c(C)c1C=NNc1nc2ccccc2[nH]1 | 56*
O=C(NCC#CCOc1ccc2c(c1)OCO2)c1cccs1 | -22
COc1ccc(C2(c3cccc(F)c3)CCCCC2)cc1 | -34
O=C(/C=C/c1ccc([N+](=O)[O-])cc1)Oc1ccc(C=NNC(=O)c2ccncc2)cc1 | -3
Cc1cc2c(c(=O)o1)C(c1cc3c(cc1Br)OCO3)C(C#N)=C(N)O2 (stereo not given) | -4
Cc1ccc(C=NNC(=O)c2ccc(Cn3cc(Br)c([N+](=O)[O-])n3)o2)o1 | -4
COc1cccc(-c2cc(C(=O)NC[C@H]3CCCN3c3ccccc3)n(C)n2)c1 | 23
Cc1ccc(S(=O)(=O)N(C)C(=O)NC(=O)Nc2cccc(C(F)(F)F)c2)cc1 | -11
O=C1CCCCN1c1cccc(NS(=O)(=O)c2cc(F)ccc2F)c1 | 8
O=C(Cn1nc(C2CC2)c2cnn(-c3ccc(F)cc3)c2c1=O)NCC1CCCO1 (stereo not given) | 4
O=C(NN=Cc1c[nH]c2ccccc12)c1ccc(Cl)cc1 | 25
Cc1noc(-c2ccc(N3CCC[C@H](C(=O)N4CCC(C(N)=O)(N5CCCCC5)CC4)C3)nc2)n1 | -11
O=C(Cc1cc(=O)[nH]c(SCc2ccccc2)n1)Nc1cccnc1 | -12
O=S(=O)(N=C(Nc1ccccc1)c1ccccc1)c1cccs1 | 5
NS(=O)(=O)c1ccc(CCNC(=O)Nc2c[nH]c3ccccc23)cc1 | -13&5
COC(=O)NN=Cc1ccc(-c2ccc(C)c(Cl)c2)o1 | -5
Cc1ccc2sc(=NC(=O)c3ccc(Br)cc3)n(C)c2c1C | -2
Cc1sc(NC(=O)CSc2ccccc2)c(C#N)c1C | -12
Cn1cc(S(=O)(=O)NCC(O)Cc2ccccc2)cn1 (stereo not given) | -9
Cc1nc2sc(C)c(C)n2c(=O)c1NC(=O)C(C)C | 1
CCOc1ccc(-c2nc(SCC(=O)N3CCCC3)c3c(=O)n(C)c(=O)n(C)c3n2)cc1 | -30
CCc1ccc(/C=N\NC(=O)c2cc(-c3ccco3)[nH]n2)cc1 | -6
COC(=O)c1ccc(S(=O)(=O)NCC[C@H](O)c2ccsc2)cc1 | -9
CN1CCN(C2=NC(=O)/C(=C\c3ccc(-c4ccccc4[N+](=O)[O-])o3)S2)CC1 | 24
O=C(NCCn1ccn2nc(-c3ccco3)cc12)c1nc2ccccc2s1 | 18
CC(=NNC(=O)c1ccccc1)c1ccc(-n2ccnc2)cc1 | -7
O=C(CCc1ccccc1F)NCC(O)c1ccc2c(c1)CCO2 (stereo not given) | 2
COc1cccc(Cn2c(=O)n(CCCCC(=O)NC3CCCCC3)c(=O)c3ccccc32)c1 | -8
COc1ccc(-c2cc(-c3ccc(Cl)cc3)nc3sc(C(N)=O)c(N)c23)cc1 | -21
O=C(Nc1ccccc1)ON=Cc1ccccc1Cl | -3
Cc1nc(N2CCCC2)nc(C)c1NS(=O)(=O)c1ccccc1F | -1
Cc1cc(NC(=O)c2ccco2)n(-c2nc(-c3cccs3)cs2)n1 | -10
O=C(NCc1cccnc1-c1ccsc1)c1ccco1 | -17
COc1cc(C=NNC(N)=S)cc(Br)c1OCc1ccccc1F | -12
Cc1ccc(-c2c(C(=O)NN=CC3CC=CCC3)nnn2-c2nonc2N)cc1 (stereo not given) | 9
O=[N+]([O-])c1cccc(-c2ccc(SCc3c(F)cccc3Cl)nn2)c1 | 11
C=C(C)CN1CCN(c2cc(CCC)nc3c(-c4ccccc4)c(C)nn23)CC1 | -11
CCc1nnc(C2CCN(C(=O)c3cccc(Cl)c3)CC2)s1 | 6
O=c1ccc(-c2ccc3c(c2)OCO3)nn1CCc1nc(-c2ccc(OC(F)(F)F)cc2)no1 | 0
O=C(NCc1ccc(C(=O)c2cccs2)s1)c1ccc2nsnc2c1 | 1
CCOc1ccc(-c2cc3c(SCc4ccc(C)cc4)nccn3n2)cc1 | -11
O=C(Nc1nnc(-c2ccc(Br)cc2)o1)c1c(F)cccc1F | -1
O=C(NN=Cc1ccc2c(c1)OCO2)C1COc2ccccc2O1 (stereo not given) | -24
CN1CCc2cc(C(CNC(=O)NCc3ccccc3)N3CCOCC3)ccc21 (stereo not given) | 6
CCOC(=O)N1CCc2c(sc(NC(=O)c3ccc(Cc4ccccc4)cc3)c2C#N)C1 | 1
Cc1ccccc1OCC(=O)NCCc1ccc(N(C)C)cc1 | 31

The final 6 records of the part above open the next one.
structure | SSB-PriA inh
CCOc1ccc(-c2cc3c(SCc4ccc(C)cc4)nccn3n2)cc1 | -11
O=C(Nc1nnc(-c2ccc(Br)cc2)o1)c1c(F)cccc1F | -1
O=C(NN=Cc1ccc2c(c1)OCO2)C1COc2ccccc2O1 (stereo not given) | -24
CN1CCc2cc(C(CNC(=O)NCc3ccccc3)N3CCOCC3)ccc21 (stereo not given) | 6
CCOC(=O)N1CCc2c(sc(NC(=O)c3ccc(Cc4ccccc4)cc3)c2C#N)C1 | 1
Cc1ccccc1OCC(=O)NCCc1ccc(N(C)C)cc1 | 31
CCOC(=O)N1CCN(/C=C(\C#N)C(=O)Nc2ccc(F)cc2)CC1 | -24
C=CCN1C(=O)C(C)(C)COc2cc(NC(=O)c3ccc(Br)cc3)ccc21 | 22
COc1cc([N+](=O)[O-])cc(C=NNC(=O)C(C)Nc2cccc3ccccc23)c1O (stereo not given) | 77
CCc1ccc(-c2ccc(SCc3ccc(Br)cc3)nn2)cc1 | 2
Cc1cc(C)n(CCN(C(=O)c2nc3ccccc3s2)c2nc3c(F)cc(F)cc3s2)n1 | -24&16
COc1ccccc1NC(=O)N1CCN(Cc2nc(-c3ccc(Cl)cc3)cs2)CC1 | 0&1
CN(C)[C@@H](CNC(=O)C(=O)Nc1ccon1)c1cccc2ccccc12 | -4
NC(=S)NN=Cc1ccc(-c2ccc(Cl)c(Cl)c2)o1 | -4
O=C(CCc1ccc(C(F)(F)F)cc1)NCC1(Sc2ccccc2)CCOCC1 | -7
COC(=O)c1sccc1S(=O)(=O)NCC1CCN(C(=O)c2ccoc2)CC1 | -8
COc1cccc(-c2noc(CN3C(=O)COc4cc(Cl)ccc43)n2)c1OC | -5
C=CCc1ccc(OCc2nc3ccccc3n2CC)c(OC)c1 | -16
O=C1NCCN1C(=O)NC1CCC(Oc2cnccn2)CC1 (stereo not given) | -2
Cc1ccc(CNC(=O)Cn2nc(-c3ccco3)c3sc(N4CCCC4)nc3c2=O)cc1 | -16
Cc1cc(NC(=O)C2CCN(C(=O)c3ccncc3)CC2)no1 | -9
O=C(Nc1ccccc1Cc1nc(C2CC2)no1)NC1CCCC1 | -18
CC1(C)Cc2cccc(OCc3ccc(C(=O)Nc4cccc(Cl)c4Cl)cc3)c2O1 | 5
COc1cccc(N2CCN(C(=O)c3coc(NC(=O)c4ccncc4)n3)CC2)c1 | -9
Cc1ccc(N2C(=O)C3N=NN(Cc4nc(-c5ccccc5Br)no4)C3C2=O)cc1F (stereo not given) | -2&-2
Cc1ccc(-n2c(O)c(C=NN3CCOCC3)c(=O)[nH]c2=S)cc1 | 4
Cc1cn2c(CCC(=O)O)csc2n1 | -5
Cc1cc(C)n(-c2cc(N3CCN(S(=O)(=O)c4ccc(OC(F)(F)F)cc4)CC3)nc(C)n2)n1 | -15
CC12CC[C@H]3[C@@H](CCC4(O)C[C@H](O)CCC34C=NNC(=O)c3ccccc3[N+](=O)[O-])C1(O)CCC2C1=CC(=O)OC1 (stereo not given in full) | -11
O=C(CSc1ccc(NC(=O)c2cccs2)nn1)NCc1ccc(F)cc1 | -3
COCCN1CCC(CNC(=O)C(=O)Nc2ccc3c(c2)OCCO3)CC1 | -21
Cn1c(SCC(=O)Nc2ccccc2C(F)(F)F)nc2cc(-c3ccccc3)sc2c1=O | -15
COc1ccc(-c2cc(=O)n(CC(=O)N3CCCc4ccccc43)cn2)cc1 | -13
COC(=O)C(C(=O)c1cc2ccccc2oc1=O)=P(c1ccccc1)(c1ccccc1)c1ccccc1 | -80
COc1ccccc1C(CN)OC (stereo not given) | -4
CCOC(=O)c1c(N=CC2C(=O)NC(=S)NC2=O)sc2c1CCC2 | 2
O=C(CSc1ncnc2scc(-c3ccccc3)c12)Nc1cccc(-c2nc3ccccc3s2)c1 | -9&-8
O=C(Nc1ccccc1Br)c1cn(C[C@H](O)c2ccccc2)nn1 | -9
COc1cc(-c2nnc(NC(=O)c3ccc([N+](=O)[O-])o3)o2)cc(OC)c1OC | 2
CCCCOc1ccc(C(=O)Nc2c(C)nc3ccc(C)cn3c2=O)cc1 | 1
O=C(c1ccc2c(c1)OCO2)c1cn(Cc2ccc(F)cc2)c2cc3c(cc2c1=O)OCO3 | 15
CS(=O)(=O)N1CCC[C@H](C(=O)N2CCN(c3ccccc3)CC2)C1 | -4
COc1ccccc1CC(=O)N1CCN(Cc2nncn2C2CCCCC2)CC1 | -5
O=C(c1ccco1)c1ccc(CNS(=O)(=O)Cc2ccc(C(F)(F)F)cc2)s1 | 12
Cc1nn(-c2cc(SCC(=O)Nc3nccs3)ncn2)c2c1CCCC2 | -5
Nc1nc(SCc2cccc(Cl)c2)[nH]c(=O)c1NC(=O)c1ccc(C(F)(F)F)cc1 | -17
Cc1nc(-c2cccs2)sc1C(=O)NCCn1ncccc1=O | -5
CC(C)S(=O)(=O)c1ccc(CC(=O)NC2CCCC(OC(=O)Nc3ccc(F)cc3)C2)cc1 (stereo not given) | -21
COc1ccc(S(=O)(=O)N2CC(S(=O)(=O)Cc3ccco3)C2)cc1F | -6
CCCCNC(=O)c1csc2nc(-c3ccc(F)cc3)cn12 | -8
O=C(Cc1csc(Nc2ccccc2)n1)NCCc1ccccc1 | -4
O=C(NCc1ccccn1)c1ccc2c(=O)n(Cc3ccccc3Cl)c(=S)[nH]c2c1 | -6
CC(C)C(=O)N1CCc2ccc(NC(=O)c3ccc(Br)o3)cc2C1 | -1
CCS(=O)(=O)N1CCCc2cc(NC(=O)CCc3c(C)noc3C)ccc21 | -1
CCOc1ccc2nc(NC(=O)COc3cccc4c3OC(C)(C)C4)sc2c1 | 4&7
O=C(NCC1CCN(Cc2cccs2)CC1)c1c(F)cccc1F | -6
COc1ccc(C(O)=C2C(=O)C(=O)N(c3ncccn3)C2c2ccc(OC)c(OC)c2)cc1 (stereo not given) | -23
Cc1cc(N2CCCC2)nc(N2CCNCC2)n1 | 2
Cc1csc(NC(=O)CSc2nnc3[nH]c(=O)c(C)c(C)n23)n1 | -14
O=C(Nc1cccc(C(F)(F)F)c1)c1cc2c(=O)n3ccccc3nc2n1Cc1ccccc1 | -30
O=CNCc1nc2ccccc2[nH]1 | 1
CCS(=O)(=O)N1CCCc2cc(NC(=O)Cc3c(F)cccc3Cl)ccc21 | -10
O=C(CSc1nnc(-c2ccccc2)o1)c1ccc(-c2cc(Cl)ccc2Cl)o1 | -14
CCOc1ccc(-c2cc(=O)n(CC(=O)N[C@@H](C)c3ccccc3)cn2)cc1 | -7
COc1cccc2sc(N3CCN(C(=O)c4ccn(C)n4)CC3)nc12 | -1
CCn1ccc(C(=O)Nc2ccc(N=Nc3ccccc3)cc2)n1 | 20

The last 3 entries of the part above are carried over, then new ones follow.
structure | SSB-PriA inh
CCOc1ccc(-c2cc(=O)n(CC(=O)N[C@@H](C)c3ccccc3)cn2)cc1 | -7
COc1cccc2sc(N3CCN(C(=O)c4ccn(C)n4)CC3)nc12 | -1
CCn1ccc(C(=O)Nc2ccc(N=Nc3ccccc3)cc2)n1 | 20
O=C(Cn1nc2n(c(=O)c1=O)CCN2c1ccc(F)cc1)Nc1ccc(OC(F)(F)F)cc1 | -7&3
CCc1c(C)nc(-n2nc(C3CC3)cc2NC(=O)c2ccc(S(=O)(=O)N3CCCC3)cc2)[nH]c1=O | 2
CC(=O)N1CCc2c(sc(NC(=O)c3sc4ccccc4c3Cl)c2C#N)C1 | -8
CCOC(=O)c1c(NC(=O)CSc2ncn[nH]2)sc2c1CCCCC2 | 2
COC(=O)c1sc(-c2ccccc2)cc1NC(=O)CCCCCCCCC(=O)Nc1cc(-c2ccccc2)sc1C(=O)OC | -23
COc1ccc(OC)c(NC(=O)Cn2ncn3nc4c(c3c2=O)CCCC4)c1 | -4&0
